D2 antag = HTS Assay for Allosteric Antagonists of the Human D2 Dopamine Receptor: Primary Screen for Antagonists | HEK293 TREx D2 cells, calcium flux, dopamine EC80 | inhibition, % at 10 µM | 340,000 tested, 2% active; in the data active = inhibition above about 30%; also: 0% is about no effect
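Measurement of antagonist activity uses fluorescent calcium dye in inducible HEK293 T-REx D2 cells: 10 s baseline, compound addition with 180 s read, EC80 dopamine addition with a further 180 s read.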
D2 agonist = HTS Assay for Allosteric Agonists of the Human D2 Dopamine Receptor: Primary Screen for Agonists | HEK293 T-REx D2 cells, calcium flux agonist mode | D(2) dopamine receptor (Homo sapiens), P14416 | activation, % at 2 µM | 340,000 tested, 0.53% active;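 active = activation over 3 SD above normal in the single-dose calcium agonist read, cut at about 30% in these data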; also: 0% is about no effect
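HEK293 Trex D2 cells, tetracycline-induced, o/n 30 C 5% CO2; no-wash Ca dye, RT 30–90 min; 10-cycle baseline, 23 nl cpd added, kinetic Ca read 180 s; agonist hits = positive Ca response.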
RGS4 inhibitor = Inhibitors of Regulator of G Protein Signaling (RGS) 4: qHTS; Regulator of G-protein signaling 4 (Homo sapiens), P49798; Transcreener GDP fluorescence polarization, RGS4-accelerated GTP hydrolysis; Potency, µM (series often up to 114 µM), for inactives: top-dose activity change, negative = inhibition, most hits filed as inhibitors; 390,000 tested, 0.039% active; AID 504845, 2011; also: potency is read from the fitted curve at half-maximal effect; % is scaled to controls: 0 for no effect and ±100 for the full control effect; nearly all actives have a fitted effect of over 75% in size; some results filed as inactive show a strong effect at the top dose
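MLSMR compounds (23 nl, pin-transferred) preincubated 10 min at room temperature with a 500nM (2x) first reagent, then RGS4 at 900nM (2x) plus Transcreener GDP mix added; fluorescence polarization (620/688 nm) read before and after 90 min at 30 °C.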
LDHA inh = qHTS assay for inhibitors of human lactate dehydrogenase | purified LDHA, NADH/diaphorase-resazurin fluorescence; active compounds read low | activity change, % (values are at about 110 or 230 µM) | 480,000 tested, 0.15% active | AID 1347041, 2019; in the data active = activity change below about -30%; inconclusive = mostly about -25% to -30%;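 also: plate controls were DMSO wells for no effect and wells without enzyme for full effect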
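Enzyme activity of human lactate dehydrogenase 5 (2 nM; 0.06 mM NADH, 0.2 mM pyruvate, 5 min, RT) is measured via a resazurin/diaphorase fluorescence readout of residual NADH.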
ERG Ets-DNA blk = qHTS for Small Molecule Inhibitors of the ERG Ets/DNA interaction; Potency, µM (series often up to 76.9 µM), without a hit: at the highest dose FP activity, negative = inhibition, hits mostly inhibitors; Transcriptional regulator ERG (Homo sapiens), P11308; AID 624246, 2012; fluorescence polarization, His-ERG Ets domain / labelled DNA; 370,000 tested, 0.028% active; active = well fitted inhibition curve with a large enough effect in the polarisation, with a control signal flat; inconclusive = small, poorly fitted or top-dose-only effect, or effect the other way, or a change in a side signal; inactive = no such curve, though single readings can be large or run the other way; the % refers to the polarisation;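 also: polarization taken with two DNA probes labelled with fluorescein and Texas red; potency is read from the fitted curve at half-maximal effect; % of control where 0% means no effect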
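His-tagged ERG Ets domain (1 uM in the protein solution; 300mM KCl, 50mM Tris-HCl, 1mM EDTA, 1mM DTT, pH 7.5) received compound, then a probe mix of 5 nM fluorescein-DNA and 100nM Texas-615-DNA. Fluorescence polarization was read for both dyes.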
Glioma ERSR ind = qHTS for Inducers of the Endoplasmic Reticulum Stress Response (ERSR) in Human Glioma: qHTS; U87-MG GRP78 promoter luciferase reporter, 16 h; Potency, µM, for the others: at the highest dose activation, usual class: activators; 420,000 tested, 0.02% active; also: potency is read from the fitted curve at half-maximal effect; series mostly up to about 76 µM; % of control where 0% means no effect; nearly all actives have a fitted effect of over 35% in size
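Stably transfected U87-MG glioma cells carrying a GRP78-based luciferase sensor; 16 h compound incubation. Luminescence end-point read 10 min after Bright-Glo addition at room temperature.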
Vif-APOBEC3G blk = qHTS for Inhibitors of Vif-A3G Interactions: qHTS; DNA dC->dU-editing enzyme APOBEC-3G (Homo sapiens), Q9HC16; HeLa A3G-eYFP + Vif (tagged APOBEC3G with the HIV-1 protein that degrades it), YFP fluorescence, overnight; Potency, µM (top dose mostly 46.1 µM), for the others: at the highest dose activity, negative = active, hits mostly inhibitors; 410,000 tested, 0.076% active; AID 602310, 2012;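 also: potency is read from the fitted curve at half-maximal effect; % is scaled to controls: 0 for no effect and ±100 for the full control effect; nearly all actives have a fitted effect of over 60% in size; hits raise eYFP signal because A3G escapes Vif-driven loss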
Target sequence (Q9HC16 whole entry, looked up): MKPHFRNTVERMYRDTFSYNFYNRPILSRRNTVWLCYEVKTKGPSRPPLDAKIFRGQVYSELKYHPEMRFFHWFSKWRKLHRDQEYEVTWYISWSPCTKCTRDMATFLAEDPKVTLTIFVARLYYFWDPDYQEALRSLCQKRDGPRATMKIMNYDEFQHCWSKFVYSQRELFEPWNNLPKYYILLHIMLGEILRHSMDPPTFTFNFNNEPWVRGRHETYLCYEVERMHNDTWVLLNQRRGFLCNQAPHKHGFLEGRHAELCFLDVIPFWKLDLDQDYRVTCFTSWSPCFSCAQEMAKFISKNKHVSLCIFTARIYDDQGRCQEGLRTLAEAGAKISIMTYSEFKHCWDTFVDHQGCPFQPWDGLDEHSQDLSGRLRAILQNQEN
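HeLa cells stably expressing Vif and C-terminally eYFP-tagged A3G, seeded overnight at 37 deg C, then exposed to compound by pintool overnight at 37 deg C. Rise in yellow fluorescence (Ex 488/Em 500-530, Acumen) marks blocked Vif-driven A3G degradation.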
Vif-A3F inh = qHTS for Inhibitors of Vif-A3F Interactions: qHTS. HeLa A3F-eYFP + Vif (tagged APOBEC3F with the HIV-1 protein that degrades it), YFP fluorescence increase. Potency, µM (titrated, usually from 46.1 µM), without a hit: top-dose activity, negative = active. 390,000 tested, 0.2% active. AID 602313, 2012; also: potency is read from the fitted curve at half-maximal effect; % of control where 0% means no effect; nearly all actives have a fitted effect of over 65% in size
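HeLa cells stably expressing Vif plus C-terminally eYFP-tagged A3F were seeded, incubated overnight at 37 deg C, dosed with compound, incubated overnight again at 37 deg C. Yellow fluorescence (Ex 488/Em 500-530) reported blocked Vif-mediated A3F-eYFP degradation.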
12-LOX inh = Primary qHTS assay for inhibitors of human arachidonate 12S-lipoxygenase (ALOX12): Round 2 | Potency, µM (highest dose often 108 µM), without a hit: at the highest dose activity change, negative = inhibition, usual class: inhibitors | purified 12hLO, xylenol orange hydroperoxide absorbance | 580,000 tested, 1.1% active | Polyunsaturated fatty acid lipoxygenase ALOX12 (Homo sapiens), P18054; also: potency is read from the fitted curve at half-maximal effect; % is scaled to controls: 0 for no effect and ±100 for the full control effect
Target sequence (P18054 whole entry, looked up): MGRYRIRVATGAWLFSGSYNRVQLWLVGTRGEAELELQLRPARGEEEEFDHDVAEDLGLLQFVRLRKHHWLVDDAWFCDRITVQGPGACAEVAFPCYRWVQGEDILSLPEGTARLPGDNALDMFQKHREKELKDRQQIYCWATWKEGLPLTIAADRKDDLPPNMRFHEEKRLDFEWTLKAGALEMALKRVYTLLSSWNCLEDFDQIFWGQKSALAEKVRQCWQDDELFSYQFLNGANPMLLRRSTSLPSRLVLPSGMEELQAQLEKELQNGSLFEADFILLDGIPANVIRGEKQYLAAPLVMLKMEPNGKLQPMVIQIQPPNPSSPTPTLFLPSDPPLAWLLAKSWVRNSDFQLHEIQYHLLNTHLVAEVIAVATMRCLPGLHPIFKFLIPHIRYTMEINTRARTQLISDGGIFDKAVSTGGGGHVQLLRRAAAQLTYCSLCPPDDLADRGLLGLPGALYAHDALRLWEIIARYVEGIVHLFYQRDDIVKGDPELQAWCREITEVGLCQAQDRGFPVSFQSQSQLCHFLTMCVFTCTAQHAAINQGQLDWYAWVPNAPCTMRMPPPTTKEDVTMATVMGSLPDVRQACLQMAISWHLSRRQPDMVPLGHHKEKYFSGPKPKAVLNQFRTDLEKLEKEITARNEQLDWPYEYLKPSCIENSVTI
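Hydroperoxide product was detected by ferrous iron/xylenol orange as the 573 to 405 nm absorbance ratio. Arachidonic acid at 40 uM (final) was turned over for 30 min at room temperature by 150 nM human 12hLO, pH 7.0 Hepes buffer, after 15 min compound preincubation.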
An asterisk follows results filed as active; ? = inconclusive; . = no result given; & = joins results of further samples; [ ] = dose if it differs, or a comment. Unless noted, calls follow the shape of the dose curve; as a rule, active = well fitted curve in the direction sought with a large enough effect; inconclusive = small, poorly fitted or top-dose-only effect, or another doubt; inactive = no such curve, though single readings can be large; an effect the other way counts as inactive or inconclusive. Not all compounds are listed; count on the stated rates, not on these rows.

SMILES | D2 antag | D2 agonist | RGS4 inhibitor | LDHA inh | ERG Ets-DNA blk | Glioma ERSR ind | Vif-APOBEC3G blk | Vif-A3F inh | 12-LOX inh
COC(=O)CC1Oc2ccccc2-n2cc(-c3ccc(C)cc3)nc21 (stereo not drawn) | . | 0.5 | 6.0% | -6.7&-1.4 | -5.0% | -2.0% | 2.0% | 3.0% | ?
CCCNC(=O)C(Cc1ccc(F)cc1)NC(=O)c1ccccc1 (stereo not drawn) | -4.7 | -0.9 | -14.2% | 1.8 | -2.4% | -0.9% | 1.9% | 5.7% | 4.7%
CCOc1cc(S(=O)(=O)N2CCC(C(N)=O)CC2)ccc1F | 2.8 | -0.5 | -22.2% | -3.8 | -4.7% | -7.3% | -0.3% | -1.9% | 2.8%
O=c1cc(CN2CCOCC2)c2ccccc2o1 | . | . | . | 2.0 | . | -3.3% | -2.4% | . | 0.0%
O=C(CCCOc1ccc(Cl)cc1Cl)Nc1ncccn1 | 7.9 | 0.0 | 8.8% | -13.7 | -1.4% | 5.1% | -0.3% | -0.7% | -8.6%
CCN1/C(=C/c2sc(-c3ccccc3C)c[n+]2C)Sc2ccccc21 | 1.4 | -0.1 | -4.3% | -11.8 | 4.8% | -10.3% | -0.5% | -4.2% | ?
O=C(Nc1cc2c3c(c1)CC(=O)N3CCC2)C1CC1 | 5.1 | -0.2 | 8.3% | -2.5 | 3.1% | -3.2% | -1.4% | -6.1% | -2.8%
CN(/N=C/c1ccc(-c2ccc([N+](=O)[O-])cc2)o1)c1ccccc1 | 7.6 | 30.2* | -47.5% | -4.2 | 57.5%[activator] | -0.5% | ? | ? | -5.3%
O=C(CC1SCCNC1=O)Nc1cccc([N+](=O)[O-])c1 (stereo not drawn) | 1.7 | 24.4 | 15.7% | -5.8 | -0.8% | -0.9% | 1.3% | -7.2% | 224.6%[activator]
COc1cc(SC)ccc1C(=O)OCC(=O)NC1CC1 | -1.8 | 0.0 | 20.8% | -12.5 | 0.7% | ? | 0.2% | -3.7% | 48.8%[activator]
O=C(/C(=C/O)N=Nc1ccccc1)c1ccc(Cl)cc1 | -5.2 | 3.8 | -32.3% | -3.3 | 0.8% | -2.3% | -8.7% | -2.5% | ?
CCN1CCN(CC(O)COCC2COc3ccccc3O2)CC1 (stereo not drawn) | . | . | -7.8% | -1.3 | 2.6% | -5.0% | 0.2% | -18.7% | -17.6%
c1ccc(OCCCn2nnc(-c3ccncc3)n2)cc1 | 1.7 | -1.0 | 12.1% | -5.1 | . | -3.1% | 0.4% | -1.5% | 24.4%
N/C(=N\OC(=O)CCn1cccc(C(F)(F)F)c1=O)c1ccc(Cl)cc1 | -6.5 | -0.2 | -0.6% | -0.8 | 1.2% | ? | -10.0% | -2.5% | ?
CCN(CC(=O)NCc1cccs1)C(=O)CCOc1ccccc1C | 5.6 | -0.3 | 8.3% | -2.1 | -9.1% | -4.7% | 1.1% | -9.5% | -58.6%
CCn1c(SCC(=O)Nc2sc(C)c(C)c2C#N)nnc1C1CC1 | 4.9 | -0.2 | -8.2%[56.9 µM] | -1.5 | 4.3% | -0.5% | -6.8% | -4.3% | -3.0%
O=C(Nc1cccc(Cl)c1Cl)c1cc(S(=O)(=O)N2CCCc3ccccc32)ccc1F | . | -0.1 | 7.0% | -4.1 | -3.8% | -2.2% | -7.5% | 5.1% | -1.3%
O=C1Cc2ccccc2C(=O)N1Nc1ccccc1 | . | . | -17.0% | -2.9 | . | 3.4% | 2.1% | 2.1% | ?
O=C(CSc1nnc(NC(=O)c2ccco2)s1)NC1CCCCC1 | -14.1 | 0.3 | -0.8% | -6.8 | -5.8% | -0.9% | -7.6% | -0.4% | 0.0%
COc1ccc(C(=O)Nc2cc(C)nc3ccccc23)cc1OC | 8.5 | 0.2 | 27.7% | -15.3 | -10.0% | 2.7% | -7.4% | -11.2% | -9.2%
COc1ccc(N2CCN(S(=O)(=O)c3ccc(-c4ccno4)cc3OC)CC2)cc1 | . | -0.4 | 3.6% | -5.7 | -5.8% | -3.0% | -0.7% | 2.8% | -25.8%
C[C@H](CO)N1C[C@H](C)[C@@H](CN(C)S(=O)(=O)c2cccs2)Oc2ccc(NS(=O)(=O)c3ccccc3)cc2C1=O | . | . | -20.9% | -9.8 | 0.2% | -2.2% | -0.7% | -2.6% | -15.0%
Cn1c(=O)nc2n(-c3ccc(Br)cc3)c3cccc(Cl)c3cc-2c1=O | . | 0.5 | -5.4% | -2.8 | 3.3% | -2.1% | 2.7% | -5.0% | -1.4%
O=C(CCCNC(=O)c1ccc(Cl)cc1)NCc1ccc(F)cc1 | 14.1 | -0.9 | ? | -4.7 | 0.4% | -6.0% | 7.9% | 1.9% | -12.5%
OCCC1CN(Cc2ccon2)CCN1Cc1ccc(F)c(F)c1 (stereo not drawn) | -13.7 | -0.1 | 4.1% | -6.5 | 2.6% | -1.3% | 3.0% | -2.3% | -1.0%
COC(=O)c1ccccc1SC1CC(=O)N(c2ccccc2)C1=O (stereo not drawn) | -7.0 | 3.4 | -13.4% | -2.0 | -12.2% | -5.3% | 2.3% | 7.7% | -10.3%
CCC(Sc1nc2ccccc2c(=O)n1CC1CCCO1)C(=O)NCc1cccnc1 (stereo not drawn) | -11.0 | 0.1 | 5.7% | 0.0 | 6.5% | -0.8% | -4.5% | -6.7% | -21.1%
O=C(Nc1ccc(Br)cc1)c1cccc(N2C(=O)C3C4C=CC(C4)C3C2=O)c1 (stereo not drawn) | -19.1 | 0.7 | -6.0% | -2.6 | 3.7% | -1.7% | 1.6% | -4.6% | -6.7%
CS(=O)(=NS(=O)(=O)c1ccc(Cl)cc1)c1ccccc1 (stereo not drawn) | 11.3 | 0.4 | -7.4% | -1.4 | -2.9% | -1.3% | 1.6% | 4.0% | 162.9%[activator]
Cc1cccc(N(CC(=O)NC2CCCC2)C(=O)c2c(C)noc2C)c1 | 0.3 | -0.8 | 31.9% | -15.2 | 2.4% | 0.5% | 2.9% | -2.9% | 0.0%
CCOCCC(=O)Nc1ccc2c(c1)c(=O)n(C)n2-c1ccccc1F | . | . | . | 0.8 | . | -2.8% | -5.7% | . | -16.4%
CCC(C)NC(=O)CSc1nc2cc3c(cc2c(=O)n1CCCC(=O)NCc1ccc2c(c1)OCO2)OCO3 (stereo not drawn) | . | 0.3 | 1.7% | -3.5 | -2.1% | -1.4% | 1.6% | -13.1% | -6.7%
CCN(CCCNS(=O)(=O)c1ccc2c(c1)CCN2C(C)=O)c1cccc(C)c1 | 6.6 | -0.9 | -22.1% | 7.0 | 11.6% | -3.9% | -0.1% | 5.8% | -7.8%
Cc1ccn2c(NC3CCCCC3)c(-c3cccc(-c4cccc(Cl)c4)c3)nc2c1 | 5.0 | 0.2 | 25.2% | -0.7 | 20.5% | -3.7% | 0.8% | ? | -15.1%
COc1ccc(S(=O)(=O)c2c(O)c3ccc(C(=O)NCc4ccccc4)cc3[nH]c2=O)cc1 | . | -0.4 | 13.0% | -8.5 | -0.3% | -3.0% | 2.4% | -4.4% | -23.4%
COC(=O)C1CC(O)CN1C(=O)Nc1cccc(C(F)(F)F)c1 (stereo not drawn) | -11.9 | 0.5 | 14.6% | -5.9 | -1.3% | 1.6% | 0.6% | -4.8% | 2.2%
O=C(Cc1cccc2ccccc12)NN1C(=O)/C(=C\c2cccnc2)SC1=S | 6.2 | 0.0 | 3.2% | -0.7 | 16.0% | -1.1% | -0.1% | 1.3% | -11.1%
Cc1cc(NC(=O)CSc2nnc(-c3ccc(Br)o3)n2Cc2ccccc2)no1 | -15.1 | 0.4 | 9.6% | 1.2 | -1.0% | -1.5% | -3.0% | -1.3% | 69.7%[activator]
Cc1c(-c2ccco2)[n+](=O)c2c(n1[O-])CCC2 | -33.9 | 1.1 | -27.3% | 4.8 | 4.3% | -1.7% | 0.2% | -2.0% | ?
COc1ccc(OC)c(S(=O)(=O)N2CCC(C(=O)NCC3CCCO3)CC2)c1 (stereo not drawn) | 2.3 | 0.6 | -32.6% | 1.3 | 6.7% | -4.0% | 0.6% | -2.9% | 0.0%
CCOc1ccc(OCCCC(=O)NNC(=O)c2ccncc2)cc1 | 10.2 | -0.5 | -6.3% | -11.5 | 1.1% | -1.5% | -1.6% | -9.7% | -12.2%

High-throughput results as filed in PubChem BioAssay.
